# IEC-6 tox – kills IEC-6 intestinal cells in KLF5 counter-screen; IEC-6 cytotoxicity, luminescence viability; inhibition, % at 5 µM; 0.78% of 290,000 active; AID 1825; in the data active = inhibition above about 22%;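 note: 0% = plate median of test compound wells and 100% = cytotoxic reference compound wells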
# HIF activator – HIF pathway transcriptional activation; activation, % at 7.5 µM (by protocol); AID 1910; 0.32% of 300,000 active; U2OS HRE-luciferase reporter, luminescence; normalized: DMSO 0%, desferrioxamine 100%;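 active = mean activation of at least 10% of the iron chelator positive control signal, with at least half of replicates also reaching 10%; inconclusive = mean and replicate majority disagree about reaching 10%; inactive = mean and most replicates under 10%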
# HSF-1 act – increases HSF-1 driven luciferase reporter signal; NIH3T3-HGL HSF-1 luciferase reporter, MG132, 8 h; 100% = twice DMSO control signal; activation, % at 9 µM; 1.7% of 300,000 active;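 active = mean replicate activation of at least 50% with a set share of replicates each reaching 50%; inconclusive = only one of those two conditions met; inactive = mean below 50% and too few replicates reaching it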;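 note: 0% = median of the neutral control wells and 100% = twice that signal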
# KLF5 inhibitor – suppresses KLF5 promoter-driven expression; DLD-1 KLF5 promoter-luciferase reporter, luminescence; inhibition, % at 5 µM; 0.23% of 290,000 active; AID 1700;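 active = inhibition above a per-plate limit of that plate's mean compound inhibition plus 3 SD, cut at about 60% in these data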;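 note: 0% = DMSO wells and 100% = LY294002 at 200 µM; higher means less KLF5 promoter-driven luciferase light; inactives centre near -14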
# HSP90 refold inh – inhibitors of HSP90 luciferase refolding in rabbit reticulocyte lysate | luciferase refolding luminescence, 3 h | inhibition, % at 5.6 µM | 0.91% of 290,000 active | AID 1789;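 active = inhibition above the screen-wide mean plus 3 SD, computed separately per campaign, cut at about 16% in these data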;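 note: 0% = DMSO wells and 100% = 60 µM geldanamycin wells; inhibitors lower the luminescence because luciferase stays unfolded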
# Platelet DG rel – modulates dense granule release in human platelets. human platelet-rich plasma, SFLLRN dense granule ATP release, luminescence. inhibition, %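 (compounds screened at 7.5 µM in platelet-rich plasma)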. 0.22% of 300,000 active;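 active = mean replicate score, as percent of positive control, at or above 50; inconclusive = mean below 50 but at least one replicate at or above 50; inactive = mean and every replicate below 50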
# SKKanGAS inh – inhibitors of SKKanGAS S. pyogenes growth in kanamycin (SK-promoter or general growth effect) | BacTiter-Glo, 6 h | inhibition, % at 7.5 µM | 1.3% of 300,000 active | AID 1662;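 active = mean replicate score, as percent of positive control median, at least 50; inconclusive = mean below 50 but one replicate at or above 50; inactive = mean and every replicate below 50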;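 note: strain carries kanamycin resistance gene driven by streptokinase promoter and grows in 40 µg/ml kanamycin; loss of luminescence reflects streptokinase promoter inhibition or plain growth inhibition; 0% = median of DMSO wells and 100% = positive control at its reference dose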
# AI-2 QS mod – modulators of Vibrio harveyi AI-2 quorum sensing system. Vibrio harveyi JMH597 AI-2 luminescence/OD600 ratio, 9 h; stronger effect = lower value; strain lacks LuxN and CqsS sensors; 0 = neutral-control median. AID 2094. activity change, % at 7.5 µM. 0.4% of 300,000 active; in the data active = activity change below about -75%, passing the limit was not always enough; inconclusive = no clear call, values can overlap the other calls;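 note: luminescence divided by OD600 gain over 9 h not by final OD600 alone; inactives centre near 13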
# aSyn 5UTR inh – 5' untranslated region of α-synuclein, MLPCN primary screen. AID 1813. alpha-synuclein 5'UTR reporter, inhibitor activity. inhibition, % (tested at 7.5 µM). 0.82% of 300,000 active; in the data active = inhibition above about 60%; inconclusive = no clear call, values can overlap the other calls;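 note: H4 neuroglioblastoma cells stably carrying SNCA 5'UTR luciferase fusion; 0% = DMSO wells and 100% = positive control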
# HSF1 inh – HSF1 inhibition. 0.77% of 300,000 active. NIH3T3-HGL HSE-luciferase, MG132-induced, luminescence 8 h; stronger effect = lower value. AID 2098. activity change, negative = inhibition, % at 7.5 µM (by protocol);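 active = more than half of replicate wells show activity change below -50%, luminescence cut by over half; inconclusive = some wells, but at most half, below -50%; inactive = no replicate well below -50%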;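 note: luciferase reports HSF-1 transcriptional activity via heat shock element; 0% = median of DMSO wells and -100% = zero luminescence signal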
# * = called active by the depositor; ? = inconclusive; / = not tested or not shown.
SMILES,IEC-6 tox,HIF activator,HSF-1 act,KLF5 inhibitor,HSP90 refold inh,Platelet DG rel,SKKanGAS inh,AI-2 QS mod,aSyn 5UTR inh,HSF1 inh
COc1ccc(NC(=O)CSc2nnc(-c3ccncc3)n2C)cc1,0,0.0,-10,17,0,10,6,11,-15,3
CSCC[C@H](NC(=O)C1CCCC1)c1nc2ccccc2[nH]1,6,0.0,3,-36,-1,14,0,-1,-12,-7
CCN(CC)S(=O)(=O)c1ccc(NC(=O)Cn2c(=O)sc3ccccc32)cc1,0,-0.3,4,5,3,-16,1,-82*,35,1
Cc1ccc(C(=O)n2nc(-c3cccnc3)nc2N)cc1,-1,-0.3,3,-14,3,4,-5,10,-2,-1
CNC(=O)N(C1=NCC(C)S1)c1ccc(F)cc1F (configuration not stated),-3,0.2,-12,-8,-1,-1,4,3,21,-3
CNc1nc2ccccc2n(C)c1=O,-2,-0.7,5,-2,-2,6,-11,2,28,-5
O=S(=O)(c1cccc(-c2cn3ccccc3n2)c1)N1CCCC1,3,0.9,-11,0,1,-9,-4,32,1,4
CN1CCN(Cc2cccc(Oc3ccc(Cl)cc3)c2)CC1,1,0.8,/,-5,-2,12,-9,13,-35,/
Cc1cc(C)n(C(=O)CNC(=O)c2ccc(C(C)(C)C)cc2)n1,-5,0.4,22,-28,0,-6,4,-30,-25,15
O=C(NCc1cccs1)c1ccc(Br)o1,-3,0.1,-9,-12,-2,0,2,-12,-1,-4
COc1ccccc1CN1CCN(S(=O)(=O)c2ccccc2)CC1,-5,-0.6,7,-17,3,3,4,7,19,-7
CC1(C)CC(=O)c2sc(NS(C)(=O)=O)nc2C1,1,0.1,-22,9,4,7,2,20,6,-1
CCOC(=O)c1c(-c2ccc(C)o2)csc1NC(=O)CSc1nnc(C)s1,6,-0.3,33,16,4,-10,-22,29,-19,24
O=C(NNC(=S)Nc1ccccc1)c1cc(-c2cccnc2)nc2ccccc12,-4,0.3,26,-30,13,-2,12,29,4,0
COc1ccc(-c2[nH]ncc2CN(C)C(C)c2ccon2)c(OC)c1 (configuration not stated),-4,0.0,-4,-18,-2,0,-4,8,0,-1
O=C(Nc1ccnn1C1CCN(C/C=C/c2ccccc2)CC1)C1CCCC1,0,1.6,-2,-1,-2,-3,-5,41,18,-1
Cc1nn(-c2ccccc2)c(C)c1C(=O)NCc1ccc(S(N)(=O)=O)cc1,0,-0.7,1,-4,-2,2,3,25,-2,-4
Cc1oc(-c2cccs2)[n+]([O-])c1C,2,-43,7,-26,3,-2,15,-4,-1,-4
COc1ccc2cc3c(N)nn(C(=O)c4ccccc4Cl)c3nc2c1,14,3.3,-63,-26,-4,14,8,2,65*,-51*
CCOC(=O)c1cnc2ccc(C(=O)OC)cc2c1NCCN1CCOCC1,6,-0.6,8,-11,1,3,-1,17,20,-6
O=C(COC(=O)c1cccs1)NC1CCCC1,3,0.5,49,-12,1,-4,-8,/,-7,4
CC1(C)CC(NC(=S)Nc2ccc(S(N)(=O)=O)cc2)CC(C)(C)N1,4,-0.1,-14,-5,3,14,6,23,13,-3
CNC(=S)Nc1ccc(Nc2ccccc2)cc1,-4,1.5,19,-58,-1,3,6,?,-95,19
CC1(C)CC(=O)C=C(Nc2ccccc2)C1,-5,0.0,1,2,2,-3,-5,20,-9,5
O=C(/C=C/c1ccccc1)N/C(=C\c1ccco1)C(=O)NCCO,6,-0.1,3,10,5,-1,-10,17,28,-5
# Later entries.
SMILES,IEC-6 tox,HIF activator,HSF-1 act,KLF5 inhibitor,HSP90 refold inh,Platelet DG rel,SKKanGAS inh,AI-2 QS mod,aSyn 5UTR inh,HSF1 inh
C/C(=N\N=c1/scc(C)n1Cc1ccco1)c1cccc([N+](=O)[O-])c1,0,0.4,19,-37,-1,10,5,19,-56,10
COc1ccc(N2CCN(C(=O)c3cccc(Br)c3)CC2)c([N+](=O)[O-])c1,-2,-0.1,-55,-7,-2,-3,2,8,14,-45
COc1ccc(NC(=O)Cn2c(=O)n(-c3ccc(CC(=O)NCc4ccco4)cc3)c(=O)c3ccccc32)cc1,-2,-8.3,-4,-33,-1,-10,-10,-21,-7,8
Cc1cc(C)c(S(=O)(=O)N2CCCOC2CNC(=O)C(=O)NCc2ccncc2)c(C)c1 (configuration not stated),4,-0.3,3,-7,-1,-6,-6,12,6,-16
COc1cc(/C=N/n2c(C)n[nH]c2=S)ccc1OCc1ccc(F)cc1,-10,6.6,21,-49,-3,6,7,23,-114,12
Cc1cc(Br)ccc1SCC(=O)NCC(c1ccco1)N1CCCCC1 (configuration not stated),/,-0.4,-2,/,/,21,-4,-3,3,-2
COc1ccc2oc(C(=O)OC(C)C(=O)NC3(C#N)CCCCC3)c(C)c2c1 (configuration not stated),/,-0.7,14,/,/,12,2,13,0,9
CCOC(=O)/C(=N/Nc1ccc(Cl)cc1)S(=O)(=O)c1ccc(Cl)cc1,-5,0.4,26,-18,-2,-2,5,16,-21,2
COc1ccc(CN2CC(C(=O)NCc3ccccn3)CC2=O)cc1 (configuration not stated),-6,-0.2,18,-2,0,0,-6,7,1,2
COc1ccccc1Nc1nnc(SCC(=O)N2CCCC2)s1,2,0.9,12,-34,-2,-3,-3,29,-77,-4
Cc1ccc2c(c1)C(c1ccc(N3CCOCC3)cc1)=NNC(c1cccs1)=N2,4,0.5,3,16,-2,11,-2,40,-2,3
CS(=O)(=O)Nc1ccc(C(=O)Nc2ccccc2Sc2ccccc2)cc1,7,-0.1,-2,-18,-3,-8,-4,43,10,2
CCCCCC(=O)N/N=C/c1ccc([N+](=O)[O-])o1,-8,-0.3,4,-9,1,3,4,/,19,8
COC(=O)/C=C1\S/C(=N/NC(=O)c2ccccc2)NC1=O,1,-0.3,20,-8,4,2,-1,28,19,7
CC1(C)C(=O)Nc2ccccc2N1C(=O)COC(=O)c1ccc(Cl)c(S(=O)(=O)NCc2ccccc2)c1,-3,-1.4,11,-32,4,/,29,26,19,11
CCOc1cccc(NC(=O)C2CC(=O)N(C)C(=Nc3ccccc3)S2)c1 (configuration not stated),-4,0.0,-6,-7,-1,-1,-2,0,4,3
Cn1ccnc1SCC(=O)Nc1ccc2c(c1)OCO2,2,0.1,7,-25,5,-6,-4,10,-107,9
Cc1ccc(NC(=O)CSc2nnc(-c3ccccc3C)o2)cc1C,0,1.3,9,22,-3,-1,8,19,-89,-1
COc1ccc(N(CC(=O)N/N=C/c2ccccc2OC)S(=O)(=O)c2ccccc2)cc1,2,0.0,1,-9,2,-7,9,32,-1,6
COC(=O)c1ccc(CN2[C@H](C(=O)OC)C[C@@]3(O)[C@@H](O)[C@@H](O)[C@@H](O)C[C@@H]23)cc1,/,-0.3,-19,/,/,3,4,-3,14,-13
CC(=O)Oc1cc(O)c2c(=O)c(OC(C)=O)c(-c3ccc(OC(C)=O)c(OC(C)=O)c3)oc2c1,/,2.0,-16,/,/,17,4,55,-116,-18
Cc1ccc(OCC(=O)N/N=C\c2cccs2)c([N+](=O)[O-])c1,-2,0.4,3,-6,1,0,3,22,-15,1
CCOc1cc(N2CCOCC2)c(OCC)cc1NC(C)C(=O)N1CCN(CC)CC1 (configuration not stated),-7,-0.4,-1,7,1,2,7,13,16,-4
CCCC1NC(=S)N(C2CCCCC2)C1=O (configuration not stated),-2,-0.5,-15,-36,-4,-9,-1,6,16,-13
Cc1ccc(NC(=O)COC(=O)c2ccnn2C)cc1,6,0.3,-1,-7,0,-11,-1,9,29,-1
# Remaining list, next part:
SMILES,IEC-6 tox,HIF activator,HSF-1 act,KLF5 inhibitor,HSP90 refold inh,Platelet DG rel,SKKanGAS inh,AI-2 QS mod,aSyn 5UTR inh,HSF1 inh
COc1ccc(CNC(=O)CNC(C)c2ccc(F)cc2)cc1 (configuration not stated),-3,1.9,-10,-16,-3,4,7,6,8,4
CC(C)C[C@H](NC(=O)N1CCn2c1nc1ccccc12)C(=O)N1CCCCC1,7,0.2,11,4,-1,9,-10,10,-4,2
Cc1nc2ccc([N+](=O)[O-])cc2s1,-3,0.0,7,-19,-2,-1,2,34,4,3
COc1ccccc1Nc1nn2c(=O)c3ccc(C(=O)N4CCC(C)CC4)cc3nc2s1,3,/,33,-4,-2,-7,30,55,8,3
O=C(c1ccc(F)cc1)C1CCN(C(=O)Nc2ccccc2Cl)CC1,-3,0.3,3,-44,2,2,2,8,1,4
Cc1cc(C(=O)N/N=C/c2cccc([N+](=O)[O-])c2)c(C)n1-c1ccccc1,-1,2.5,12,-10,6,-6,2,39,-142,-2
COc1ccc(C2SCCN2C(=S)Nc2ccc(Cl)cc2)cc1 (configuration not stated),-8,0.2,13,6,-3,5,0,-3,6,0
CC(=O)Nc1ccc(NC(=O)C(C)OC(=O)c2ccccc2NS(=O)(=O)c2cccs2)cc1 (configuration not stated),0,-0.1,7,-8,0,19,-15,31,-12,-8
NC1=NC(c2ccccc2Cl)n2c(nc3ccccc32)N1 (configuration not stated),-8,/,-10,-7,-3,-1,-1,3,15,-6
Nc1cccc(P(=O)(c2ccccc2)c2ccccc2)c1,-5,0.2,33,-2,-1,-32,-3,13,-2,5
Cc1nn(CCc2n[nH]c(=S)n2C2CCCCC2)c(C)c1Br,-2,-0.1,8,-27,2,-3,-2,5,12,2
O=C(COc1ccc(Cl)cc1)NC1CCSC1=O (configuration not stated),2,0.4,22,4,-4,1,6,16,-11,11
NS(=O)(=O)c1ccc(CCNC(=O)COC(=O)/C=C/c2ccc(Cl)cc2)cc1,4,-1.8,-2,7,1,0,-29,18,13,-1
O=S(=O)(Nc1ccccn1)c1ccc(-n2cccn2)cc1,2,-0.4,-12,-8,-3,-3,-1,8,5,-4
Cc1cc(OCC(O)CN2CCN(C)CC2)ccc1C(C)C (configuration not stated),-7,-0.7,-10,-20,0,2,1,9,-8,5
CN(C)S(=O)(=O)c1ccc(NC(=S)NC(=O)C2CCC2)cc1,1,-0.3,-4,-2,-5,7,16,-76*,17,-5
O=c1oc2ccccc2nc1/C=C(O)/C=C/c1ccc(F)cc1,-3,1.9,50,21,6,8,2,1,-88,20
CC(C)(C)n1nc2c(c1NC(=O)COc1ccc3ccccc3c1)CS(=O)(=O)C2,-1,-0.5,5,4,-7,-9,-2,14,21,-6
COCCN(Cc1cn(C)nc1-c1ccc(Oc2ccccc2)cc1)C(C)C,-5,-1.3,-14,-31,-3,1,3,3,15,3
Cc1cccc(C(=O)O/N=C(/c2ccccc2)c2ccncc2)c1,5,-4.7,-6,-10,1,-7,-3,40,25,-14
O=C(O)Cn1nc(-c2ccccc2)ccc1=O,4,0.8,4,-32,-3,-5,5,8,-7,-6
COc1ccccc1CNC(=O)C(=O)c1cn(CC(=O)N2CCOCC2)c2ccccc12,3,0.3,2,-28,-6,12,8,2,-24,4
Cc1ccc(-c2[nH]ncc2/C=N/n2c(COc3ccccc3)nc3ccccc3c2=O)cc1,2,0.3,-27,-31,-2,6,34,34,26,-12
Cc1cccc(-c2n[nH]c(=S)n2/N=C/C=C/c2ccco2)c1,-13,-0.1,34,-1,3,-7,-1,23,-17,22
COC(=O)C1C(=O)NC(SC)=C(C#N)C1c1ccccc1F (configuration not stated),-3,/,/,-28,4,-13,0,18,/,/

# High-throughput results as filed in PubChem.
